# Screening data: PubChem, several laboratories
# Fh CTSL1 inh: Fasciola hepatica cathepsin L1 inhibitors, primary screen, counter-screen for PFM18AAP inhibitor project, biochemical, QFRET, fluorogenic peptide substrate; inhibition, % at 5.96 µM; hit rate 0.49% among 300,000; recombinant F. hepatica cathepsin L1, Z-Leu-Arg-MCA fluorescence;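 active = inhibition above the mean of all tested compounds plus 3 SD, set per screening campaign, cut at about 17% in these data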;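 note: 0% = plate median of test compound wells and 100% = 1 µM Z-Phe-Ala-diazomethylketone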
# PP1 counter: PP1-alpha phosphatase inhibitors, primary screen, counter-screen for PP5 inhibitor project, biochemical, fluorescence, OMFP substrate, single point; hit rate 0.9% among 320,000; AID 2235, 2010; purified PP1alpha; Serine/threonine-protein phosphatase PP1-alpha catalytic subunit (Homo sapiens), P62136; inhibition, % at 6.7 µM;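 active = inhibition above the mean inhibition of all tested compounds plus 3 SD, computed separately for each screening campaign, cut at about 15% in these data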
# Efflux pump inh: inhibitors of Candida efflux pumps in yeast, primary screen, S. cerevisiae, Nile Red, multiplex | hit rate 0.44% among 330,000 | inhibition, % at 10 µM | S. cerevisiae Candida pump triplex;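 active = plate passing quality check with inhibition over a set limit, or well fluorescence over plate mean plus 4 SD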;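 note: Nile Red retained in pooled yeast measured as flow cytometry median fluorescence; 0% = buffer negative control and 100% = Enniatin B positive control; higher means more Nile Red kept so more efflux inhibition; some compounds called inactive have numbers as strong as hits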
# core dimer inh: inhibitors of HCV core protein dimerization, primary screen, biochemical, TR-FRET, high-throughput; TR-FRET GST/Flag-core106 dimerization, 1536-well; inhibition, % at 5 µM; hit rate 0.33% among 300,000; AID 1899, 2009;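 active = inhibition above the mean of all tested compounds plus 3 SD, set per screening campaign, cut at about 45% in these data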
#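 Assay system: tagged HCV core106 pair (GST and Flag); medium: KF-containing HEPES buffer, pH 7.45, DTT, CHAPS, BSA; also added: Eu donor and XL665 acceptor anti-tag antibodies; dosing: 5 µM single dose; timing: compound-protein-antibody incubation 4 h at 22.5 °C; signal: TR-FRET 671 and 617 nm emission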
# PP5 primary: PP5 phosphatase inhibitors, primary screen, biochemical, fluorescence; purified PP5c, OMFP substrate fluorescence; inhibition, % at 6.7 µM; hit rate 0.18% among 320,000;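 active = inhibition above the campaign's mean inhibition across all tested compounds plus 3 SD, cut at about 9.5% in these data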;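 note: 0% = DMSO only and 100% = 100 µM cantharidin control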
# EBNA-1 inhibitor: EBNA-1 DNA-binding inhibitors, primary screen, biochemical, fluorescence polarization; inhibition, % at 14.8 µM; hit rate 0.34% among 300,000; AID 1950, 2009; in the data active = inhibition above about 28%
# ZTA DNA inh: blocks Epstein-Barr virus ZTA, an EBNA-1 counter-screen; ZTA-DNA binding, fluorescence polarization; AID 2234; hit rate 0.15% among 320,000; inhibition, % at 11 µM; in the data active = inhibition above about 33%
# Target sequence (P03206 whole entry, looked up): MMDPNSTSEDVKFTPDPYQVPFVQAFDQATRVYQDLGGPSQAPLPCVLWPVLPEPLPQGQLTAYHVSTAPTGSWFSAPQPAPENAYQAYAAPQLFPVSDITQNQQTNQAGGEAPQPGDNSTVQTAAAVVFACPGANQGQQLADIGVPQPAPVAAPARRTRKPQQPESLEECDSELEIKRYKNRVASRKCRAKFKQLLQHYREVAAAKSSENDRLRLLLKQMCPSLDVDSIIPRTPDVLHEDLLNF
# TPT1 inhibitor: Candida albicans TPT1 enzyme inhibitors, primary screen, biochemical, fluorescence polarization; inhibition, % at 5 µM; tRNA 2'-phosphotransferase TPT1 (Candida albicans SC5314); hit rate 0.81% among 300,000; recombinant caTPT1, FP RNA substrate dephosphorylation; AID 1962, 2009;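 active = inhibition above the mean of all tested compounds plus 3 SD, set per screening campaign, cut at about 24% in these data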;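 note: plate controls were DMSO alone for no effect and ferristatin control at 100 nM for full effect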
# PREPL inhibitor: PREPL enzyme inhibitors, primary screen, biochemical, fluorescence polarization. hit rate 0.68% among 320,000. Prolyl endopeptidase-like (Homo sapiens), Q4J6C6. recombinant PREPL, fluorescence polarization activity-based probe. inhibition, % at 5.96 µM. AID 2751, 2010; in the data active = inhibition above about 43%;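 note: 0% = enzyme with DMSO and 100% = wells lacking enzyme; many of its hits are not listed in these tables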
# Target sequence (Q4J6C6 whole entry, looked up): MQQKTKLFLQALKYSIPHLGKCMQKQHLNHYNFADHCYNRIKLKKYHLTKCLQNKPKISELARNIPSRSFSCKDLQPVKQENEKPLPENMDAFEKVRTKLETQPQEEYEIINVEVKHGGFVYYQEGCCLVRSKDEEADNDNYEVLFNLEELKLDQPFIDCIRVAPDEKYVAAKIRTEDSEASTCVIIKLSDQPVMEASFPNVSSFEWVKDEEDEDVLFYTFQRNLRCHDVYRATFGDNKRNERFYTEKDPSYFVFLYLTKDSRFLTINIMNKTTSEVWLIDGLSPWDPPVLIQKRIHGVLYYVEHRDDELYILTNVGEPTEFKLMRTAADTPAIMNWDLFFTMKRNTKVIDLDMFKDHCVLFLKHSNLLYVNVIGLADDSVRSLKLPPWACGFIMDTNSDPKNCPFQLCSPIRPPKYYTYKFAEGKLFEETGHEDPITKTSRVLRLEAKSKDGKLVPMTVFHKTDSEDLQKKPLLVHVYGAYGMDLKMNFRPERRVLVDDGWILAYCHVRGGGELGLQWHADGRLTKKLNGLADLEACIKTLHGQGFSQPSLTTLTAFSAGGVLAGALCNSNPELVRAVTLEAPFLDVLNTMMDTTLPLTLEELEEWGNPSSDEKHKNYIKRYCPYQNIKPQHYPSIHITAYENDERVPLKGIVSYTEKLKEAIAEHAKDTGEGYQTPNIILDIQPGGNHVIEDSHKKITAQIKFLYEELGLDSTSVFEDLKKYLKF
# An asterisk follows results filed as active; . = no result given. Some of the compounds tested; rates above refer to the full screens.
# Sequence of screens – PP1 counter	PREPL inhibitor	TPT1 inhibitor	ZTA DNA inh	Efflux pump inh	EBNA-1 inhibitor	PP5 primary	Fh CTSL1 inh	core dimer inh
> O=C1/C(=C\c2ccc(Br)cc2)SC(=S)N1NS(=O)(=O)c1ccccc1
    2	6	0	13	0.1	-9	0.6	-2	14
> CCCn1c(=O)n(C)c(=O)c2c(SCC(=O)NCC(c3ccccc3)N(C)C)nc(CC(C)C)nc21 (centres undefined)
    -3	20	-2	-10	0.6	-7	4.8	4	9
> C=CCn1c(=N)n(CC(=O)c2ccccc2)c2ccccc21
    -3	9	4	7	0.8	-9	1.6	-3	-9
> CC(C)Cc1ccc(CN2CCCC(NC(=O)c3cccc(-n4cnnc4)c3)C2)cc1 (centres undefined)
    2	-4	-2	4	0.4	11	1.0	3	4
> CCN(CC)C(=O)CSc1nnc(-c2ccco2)o1
    -1	10	0	7	0.2	0	3.4	-1	-8
> COc1cc2c(c(OC)c1CC=C(C)C)C[C@H](c1ccc(O)cc1O)CO2
    -4	-1	-3	8	0.1	5	2.2	2	1
> CS(=O)(=O)Nc1ccc(C(=O)Nc2ccc(S(=O)(=O)Nc3nccs3)cc2)cc1
    -1	0	-1	-16	0.0	-2	0.5	-2	1
> O=C(N/N=C/c1ccccc1F)c1ccccc1OCc1ccccc1
    5	-35	1	-12	-0.1	-4	2.8	2	8
> Cc1ccc(-c2n[nH]c(=S)n2/N=C/c2ccc(C)o2)cc1
    -6	-7	0	12	-0.1	-4	0.9	2	2
> O=C(NCCCn1ccnc1)c1cccc(S(=O)(=O)Nc2ccc(Br)cc2)c1
    -1	16	-2	-15	-0.1	-10	-0.2	0	-4
> CCC(CC)c1nnc(NC(=O)Cc2cccs2)s1
    -2	0	6	1	-0.3	6	0.6	-1	11
> O=C(Cc1ccccc1)Nc1ccccc1N1CCOCC1
    -3	-15	0	-13	-0.2	4	1.9	-2	-1
> Cc1cc(=O)n(CC(=O)NCCN2CCOCC2)c2c1c(C)nn2-c1ccccc1
    -2	7	3	13	0.0	13	-0.8	1	1
> NC(=O)CSc1cn(Cc2ccccc2)c2ccccc12
    -2	24	-2	-2	-0.1	2	-2.1	2	-7
> Cc1cc(=O)n2[nH]c(-c3ccc(C(C)(C)C)cc3)cc2n1
    2	-1	-2	9	0.1	9	2.1	-2	-2
> Cc1onc(-c2ccccc2Cl)c1C(=O)Nc1nnc(-c2ccc(Br)cc2)s1
    7	0	4	8	0.0	4	4.6	3	-48
> Cc1cc(NC(=O)/C=C/c2cccc(F)c2)n(-c2nc3ccccc3[nH]2)n1
    -2	9	-2	-13	0.1	14	0.7	3	-5
> O=C(OCc1cccc([N+](=O)[O-])c1)c1cc2ccccc2oc1=O
    -4	-4	1	6	0.0	4	0.4	0	8
> Brc1ccc(-c2n(-c3ccccn3)c3ccccc3[n+]2-c2ccccn2)cc1
    2	-22	-3	-6	-0.1	-5	-1.2	-2	-3
> COc1cccc(N2CCN(C(=O)c3cc(C)oc3C)CC2)c1
    4	5	.	-14	0.6	.	1.2	.	.
> CC1CCC(C(C)C)C(=O)/C1=C/c1ccc(N)cc1 (centres undefined)
    -3	12	0	9	0.2	2	2.9	1	0
> O=C(CN(Cc1ccco1)C(=O)c1ccc([N+](=O)[O-])cc1)Nc1ccccc1C(F)(F)F
    -3	3	.	10	-0.1	.	0.8	.	.
> O=C(NCc1ccccn1)C1CCC(CNS(=O)(=O)c2cccc3nsnc23)CC1 (centres undefined)
    -4	13	2	-4	0.1	-15	-0.3	-11	0
> CC(C)(C)c1nnc(N/N=C/c2cc(Br)ccc2O)n(N)c1=O
    11	30	-5	-5	-0.3	3	2.5	0	-2
> CCSc1nnc(NC(=O)c2nc(S(=O)(=O)Cc3ccc(F)cc3)ncc2Cl)s1
    1	-2	-2	-1	-0.1	4	-1.0	-3	17
> CCCc1cc(=O)oc2cc(OCC(=O)N3CCC(C(N)=O)CC3)ccc12
    -4	16	-2	-17	-0.1	6	2.4	1	0
> O=C(CCN1CCN(c2ccccc2)CC1)Nc1ccc(Cl)cc1
    -1	-3	3	-8	0.0	-11	1.1	-3	-5
> O=C(NNC(=S)NCc1ccccc1)c1cccnc1
    -1	17	-1	3	-0.1	2	-2.4	4	-23
> COc1ccc(OCCSc2n[nH]c(N)n2)cc1
    4	20	-1	1	0.0	1	3.1	2	-9
> CCSC1=NCN(CCCC(=O)O)CN1
    -1	22	-3	-2	0.1	3	-0.1	-1	-5
> CCN1CCN(c2nnc(-c3ccc(C)cc3)c3ccccc23)CC1
    -1	1	2	12	0.1	10	1.4	-5	9
> Cc1cc(C)n(C(=O)Cn2nc(C(F)F)cc2C)n1
    0	-10	1	5	0.1	3	2.0	-3	0
> COc1cccc(NC(=O)c2ncc(Cl)c(Cl)c2Cl)c1
    0	-2	1	-7	0.1	5	-2.7	-3	-1
> Cc1[nH]c2ccccc2c1SCCNC(=O)c1ccc(S(=O)(=O)N2CCCC2)cc1
    -4	6	0	9	-0.1	5	3.0	1	9
> Cc1ccc(NNC(=O)c2snnc2C)cc1Cl
    -5	12	-1	3	0.0	3	-0.1	-2	2
> CCN(CC)C(=O)Cn1cc(S(=O)(=O)CC(=O)N2CCOCC2)c2ccccc21
    -2	-2	1	-1	-0.1	6	-1.7	-2	10
> CCOC(=O)c1sc(NC(=O)c2cc(-c3ccccc3)nc3ccccc23)c(C#N)c1C
    -3	-2	6	-3	0.1	-7	2.3	0	17
> COc1ccc2[nH]c3c(=O)n(CCCCC(=O)N4CCC(C(N)=O)CC4)c(=S)[nH]c3c2c1
    -5	13	-2	8	0.0	8	2.3	-3	-5
> CCCCn1c(N)c(N(CC(C)C)C(=O)c2ccc(OCC3CCCO3)cc2)c(=O)[nH]c1=O (centres undefined)
    -9	0	-2	10	0.1	5	2.6	1	0
> Cc1ccc(-c2nn(-c3ccccc3)cc2/C=N/O)cc1
    5	7	-2	-8	-0.2	14	1.9	5	8
> C=CCn1cc(C(=O)NCc2ccc(Cl)cc2)c(=O)c2cc(S(=O)(=O)N(CC)CC)ccc21
    11	8	-3	8	-0.2	0	2.7	2	19
> CC(=O)N1CCOCCOCCOCC1
    -4	-4	-3	11	0.1	2	0.2	-1	4
> CCOC(=O)C1CCN(C(=O)COC(=O)COc2ccc(Cl)cc2)CC1
    -7	0	-7	6	0.0	6	-4.3	-12	3
> CCCNC(=O)COC(=O)CCC(=O)c1ccc(F)cc1
    -3	5	-1	5	-0.2	-9	0.2	-41	0
> CS(=O)(=O)c1ccccc1C(=O)Nc1ccc2sccc2c1
    1	3	-5	-3	-0.1	-3	-0.4	0	-3
> c1ccc2c(c1)ccc1nnc(-c3ccc4c(c3)OCO4)n12
    0	-4	-1	-1	0.0	-7	1.6	0	0
> O=S(=O)(NCCc1cn2ccccc2n1)c1ccc(-c2ccccc2)cc1
    1	-52	-3	-19	0.0	0	2.9	0	-9
> Cn1nc(C(=O)Nc2cccc(Cl)c2)cc1C(=O)Nc1cccc(Cl)c1
    1	-8	-2	3	0.1	14	0.0	1	0
> CCCN1CCC(NC(=O)Nc2ccccc2C(=O)OC)CC1
    -6	7	2	-1	0.1	-8	2.6	-3	4
> Cc1ccc(NC(=O)C(C)[n+]2ccccc2)cc1[N+](=O)[O-] (centres undefined)
    -2	8	-2	-7	0.0	1	1.0	-1	-7

# Further records follow:
# Sequence of screens – PP1 counter	PREPL inhibitor	TPT1 inhibitor	ZTA DNA inh	Efflux pump inh	EBNA-1 inhibitor	PP5 primary	Fh CTSL1 inh	core dimer inh
> O=C(c1ccco1)N1CCN(C(c2ccc(F)cc2)c2nnnn2CC2CCCO2)CC1 (centres undefined)
    0	-7	-4	1	-0.1	9	0.0	-3	-6
> COc1ccc(N2CCN(C(=O)CN(Cc3ccc(Cl)cc3)S(C)(=O)=O)CC2)cc1
    -10	6	-1	-8	-0.1	-11	1.0	2	2
> COc1ccc(S(=O)(=O)N[C@@H](Cc2ccc(Cl)cc2)C(=O)N2CC[C@@]3(O)CCCC[C@H]3C2)cc1
    -4	27	1	-2	0.1	-8	2.2	1	6
> COc1ccc(C(=O)CSc2nnc(C(CO)NC(=O)c3ccc(OC)cc3)n2C)cc1 (centres undefined)
    -2	9	0	-5	0.0	0	-0.3	0	-6
> COc1ccc2cc(C3C(C#N)=C(N)OC(C)=C3C(C)=O)c(Cl)nc2c1 (centres undefined)
    -3	-1	1	26	0.6	3	0.6	3	2
> O=C(c1ccncc1)N1CCN(S(=O)(=O)c2ccc3ccccc3c2)CC1
    -2	7	-2	8	0.0	7	-1.9	1	10
> O=C(CN1CCCc2ccccc21)N1CCc2ccccc21
    -2	25	-2	4	0.0	-2	0.7	1	1
> O=C(NC1CCCCC1)c1ccc(S(=O)(=O)N2CCOCC2)cc1
    -6	6	2	-13	0.0	4	-0.6	-4	8
> Cc1nc2cc(-c3ccccc3)nn2c(N)c1-c1ccccc1
    -4	10	.	9	-0.2	.	0.3	.	.
> O=C(COC(=O)c1ccccc1)Nc1ccccc1Sc1ccccc1
    2	0	2	-1	0.2	-12	2.3	-33	1
> Nc1nnc(SCCCC(=O)c2ccc(F)cc2)s1
    -6	-9	0	-7	-0.1	-6	-6.8	6	-16
> CCCCn1c(N)c(N(CC)C(=O)c2ccc(N(C)S(=O)(=O)c3ccc(C)cc3)cc2)c(=O)[nH]c1=O
    -4	1	-3	6	-0.2	0	2.0	-2	-3
> COc1ccc(Cn2c(CCCO)nc3ccccc32)cc1OC
    -2	10	-2	-10	-0.1	0	-1.4	2	-5
> CC1CN(C(=O)CCC(=O)N2CCOCC2)c2ccccc2O1 (centres undefined)
    -2	-1	1	-9	0.3	3	-2.3	1	-1
> CCOC(=O)c1ccc2c(c1)nc(SC(C)C(=O)NCC1CCCO1)n2CC (centres undefined)
    2	2	.	9	0.1	.	-0.1	.	.
> Cc1ccc2nc3c(cc(C(=O)NCCCn4ccnc4)n3C)c(=O)n2c1
    4	19	-5	-21	-0.1	-9	2.7	4	-8
> COc1ccccc1NC(=O)COC(=O)CC(C)(C)CC1=NS(=O)(=O)c2ccccc2N1
    0	-6	-2	-15	0.0	-13	3.3	3	0
> NS(=O)(=O)c1ccc(NC(=O)/C(=C/c2ccncc2)NC(=O)c2ccccc2)cc1
    -4	-1	0	-3	0.0	-17	3.8	-3	-4
> CCCS(=O)(=O)C(=C1Nc2ccccc2N1)S(=O)(=O)CCC
    1	16	-1	0	-0.1	-7	0.9	4	-12
> CCOP(=O)(OCC)/C(=N/OC(=O)c1ccc(OC)cc1)C(N)=O
    -1	8	-1	-23	-0.1	7	0.5	-1	-2
> CCOc1ccc(CC(=NCCO)C2=C(O)CC(C)(C)CC2=O)cc1OCC
    -1	7	-1	4	0.0	3	-0.8	4	-5
> Cc1cccc(CC(=O)NC2CCN(C)CC2)c1
    -3	16	-3	3	0.3	-20	1.8	-1	-3
> COc1cc(OC)c(OC)cc1CN1CCCC(C(=O)c2ccccc2SC)C1 (centres undefined)
    1	11	8	-12	0.0	5	-0.1	1	0
